# HTT aggregate = qHTS Multiplex Assay to Identify Dual Action Probes in a Cell Model of Huntington: Aggregate Formation (GFP); PC12 HttQ103-GFP aggregates, Acumen cytometry, 40 h; Potency, µM (highest dose often 46.1 µM), without a hit: at the top dose activity change, negative = inhibition, actives largely listed as inhibitors; 220,000 compounds, 1.1% hits; further: on the % scale 0 is the no-effect control and ±100 the full control effect; nearly all actives have a fitted effect of over 60% in size
#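 Using laser scanning cytometry, GFP-positive aggregates were counted after lysis of PC12 cells induced with 100 nM tebufenozide to express HTT exon 1 Q103–GFP. Compounds were tested in titration.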
# GAA inh = qHTS Assay for Inhibitors of Human alpha-Glucosidase as a Potential Chaperone Treatment of Pompe Disease; 200,000 compounds, 0.005% hits; Potency, µM (doses to about 76.9 µM), without a hit: at the highest dose activity change, negative = inhibition, hits mostly inhibitors; Lysosomal alpha-glucosidase (Homo sapiens), P10253; purified human GAA, 4-MU-alpha-glucoside fluorescence;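 further: plate controls were uninhibited enzyme wells for no effect and no-enzyme background for full effect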
#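 qHTS format, compound range up to 77 uM. Human lysosomal enzyme at 4 nM, 400 uM 4-MU glucoside substrate, pH 5.0, 20 min room temperature; fluorescence after alkaline stop gives activity normalized to controls.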
# aGlu spleen mod = qHTS Assay for Inhibitors and Activators of Human alpha-Glucosidase From Spleen Homogenate. Lysosomal alpha-glucosidase (Homo sapiens), P10253. human spleen homogenate, 4-MU-alpha-glucoside fluorescence. Potency, µM (titrated, usually from 79.9 µM), without a hit: at the highest dose activity change, negative = inhibition, actives largely listed as inhibitors. 240,000 compounds, 0.006% hits. AID 2112, 2009;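 further: 0% = enzyme with vehicle and -100% = no enzyme basal signal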
#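 AC50 values come from Hill-equation fits of concentration-response data, normalized to no-enzyme and full-activity controls. Enzyme source: 1 ug human spleen homogenate; 1 mM fluorogenic 4-MU glucoside, pH 5.0 citrate buffer, 37 C, 40 min.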
# IMPase Li inh = qHTS Assay for Identifying the Cell-Membrane Permeable IMPase Inhibitors: Potentiation with Lithium. CHO-M1 cells, IP1 TR-FRET (IP-One), carbachol + lithium. Potency, µM (series often up to 59.4 µM), inactives show top-dose activity, negative = IMPase inhibition, usual class: inhibitors. 210,000 compounds, 0.35% hits. AID 1457, 2008;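 further: IP1 builds up when IMPase is blocked and the TR-FRET signal falls; plate controls were basal vehicle for no effect and high inhibitor control for full effect; nearly all actives have a fitted effect of over 50% in size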
#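 CHO-M1, 2000 cells/well, 16–30 h culture; cpd + low Li+, 30 min 37C; lysis with d2-IP1/Eu-anti-IP1 Ab, 10 min RT; TR-FRET 665/620 ratio and 620 channel; AC50 via Hill.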
# RGS12 GoLoco inh = qHTS Assay for Inhibitors of RGS12 GoLoco Motif Activity (Red Fluorophore); Guanine nucleotide-binding protein G(i) subunit alpha-1 (Homo sapiens), P63096; 230,000 compounds, 0.44% hits; Gai1:RGS12 GoLoco peptide FP, rhodamine, 10 min; Potency, µM (series often up to 61.6 µM), inactives show top-dose activity, negative = inhibition, usual class: inhibitors; active means well fitted inhibition curve with a large enough effect, not every such curve was filed as active; inactive means no such curve, though single readings can be large or run the other way; further: on the % scale 0 is the no-effect control and ±100 the full control effect; nearly all actives have a fitted effect of over 30% in size; many of its hits are not listed in these tables
# Target sequence (P63096 whole entry, looked up): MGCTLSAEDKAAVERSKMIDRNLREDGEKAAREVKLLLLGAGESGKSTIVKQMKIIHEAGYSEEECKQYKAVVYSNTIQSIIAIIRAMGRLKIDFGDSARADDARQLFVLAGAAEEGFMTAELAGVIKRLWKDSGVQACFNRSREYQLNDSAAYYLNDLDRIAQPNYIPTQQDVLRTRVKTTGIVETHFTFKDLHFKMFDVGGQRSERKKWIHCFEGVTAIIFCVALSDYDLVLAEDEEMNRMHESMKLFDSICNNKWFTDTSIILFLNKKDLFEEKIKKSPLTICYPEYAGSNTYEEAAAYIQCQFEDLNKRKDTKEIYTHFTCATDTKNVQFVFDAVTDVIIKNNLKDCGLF
# HTT cytoprotect = qHTS Multiplex Assay to Identify Dual Action Probes in a Cell Model of Huntington: Cytoprotection (ATP); 230,000 compounds, 0.14% hits; Potency, µM (top dose mostly 56.4 µM), inactives show cytoprotection (ATP increase), hits mostly activators; PC12 HTT-Q103 induced, cytoprotection, ATP luminescence, 40 h;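 further: % of control where 0% means no effect; nearly all actives have a fitted effect of over 45% in size; toxic huntingtin expression switched on by the ecdysone agonist tebufenozide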
#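 Rat PC12, Q103 Htt exon1-GFP fusion, ecdysone promoter; tebufenozide inducer 100 nM final; compound titration; qHTS, 1500 cells/well; ATPlite luminescent read.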
# GAA glycogen = qHTS Assay for Inhibitors and Activators of Human alpha-Glucosidase Cleavage of Glycogen; recombinant GAA, glycogen substrate, Amplex Red glucose oxidase fluorescence; AID 2100, 2009; Lysosomal alpha-glucosidase (Homo sapiens), P10253; Potency, µM (series often up to 76.4 µM), inactives show top-dose activity change, negative = inhibition, usual class: inhibitors; 300,000 compounds, 0.38% hits;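 further: 0% = full enzyme reaction and -100% = no-enzyme basal signal; the screen sought inhibitors and activators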
#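 Recombinant human enzyme (4 nM); glycogen substrate; 37 C, 40 min, pH 5.0. Readout: coupled glucose oxidase/Amplex Red fluorescence.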
# Numbers without * were called inactive; ? = inconclusive; . = not tested or not shown; [ ] = dose if it differs, or a comment. Unless noted, the call rests on the fitted dose curve; in most records, active means well fitted curve in the direction sought with a large enough effect; inconclusive means small, poorly fitted or top-dose-only effect, or another doubt; inactive means no such curve, though single readings can be large; an effect the other way counts as inactive or inconclusive. Potency means the concentration at half of the fitted maximal effect. A portion of the library (hit frequency here may not be typical).
[1] CC#CCN1c2ccccc2[C@]23C[C@@H](C(=O)OC)N(S(=O)(=O)c4ccc(C#N)cc4)C2=NC(C(=O)OC)=C(C(=O)OC)[C@H]13
[2] Nc1nnc(-c2ccccc2Cl)s1
[3] O=C(NC(=S)N1CCCc2ccccc21)c1ccc([N+](=O)[O-])cc1
[4] CCOc1cc2c(C#N)c(N3CCOCC3)nc(N)c2c(N)n1
[5] O=C(Nc1ccc2oc(-c3cccnc3)nc2c1)c1cccnc1
[6] COC(=O)c1sccc1NC(=O)COc1ccc(Cl)cc1

Assay by compound	1	2	3	4	5	6
HTT aggregate	.	7%	?	-25%	0%	-1%
GAA inh	.	-3%	-6%	10%	1%	-7%
aGlu spleen mod	-7%[17.4 µM]	3%	-2%	8%	6%	-3%
IMPase Li inh	-8%	-23%[38.3 µM]	11%	-31%[38.3 µM]	-3%[38.3 µM]	-3%
RGS12 GoLoco inh	1%[14.2 µM]	3%	1%	9%	5%	5%
HTT cytoprotect	-21%[10 µM]	?	7%[10 µM]	-14%	-18%	-7%[10 µM]
GAA glycogen	.	-15%	?	10%	-12%	-1%

[7] Cc1cccc(N2CC(C)Cn3c2nc2c3c(=O)n(CC(=O)OCc3ccccc3)c(=O)n2C)c1 (stereo not drawn)
[8] CC(c1nc2ccccc2c(=O)[nH]1)N1CCOCC1 (stereo not drawn)
[9] CSc1nc(N)c2c(n1)OC(N)=C(C#N)C2c1cccnc1 (stereo not drawn)
[10] O=C(C1=NN[C@@H]2C(=O)N(c3ccccc3C(F)(F)F)C(=O)[C@H]12)C(c1ccccc1)c1ccccc1
[11] CSc1nn2cc(CCN3CCOCC3)c(-c3ccc(F)cc3)nc2c1C#N
[12] CS(=O)(=O)N(CC(=O)N1CCC(C(N)=O)CC1)c1ccc(Cl)c(C(F)(F)F)c1

Assay by compound	7	8	9	10	11	12
HTT aggregate	12%	30%	27%	3%	-4%	3%
GAA inh	-10%	12%	-8%	-4%	1%	2%
aGlu spleen mod	-5%	-9%	-7%	-5%	-10%	3%
IMPase Li inh	1%[38.3 µM]	9%	1%	-8%	1%	42%[activator][38.3 µM]
RGS12 GoLoco inh	10%	10%	-5%	4%	14%	-1%
HTT cytoprotect	-14%	6%[10 µM]	.	-7%[1.9 µM]	-5%[10 µM]	-3%
GAA glycogen	-8%	-17%	-21%	-8%	-3%	-4%

[13] Cc1cc(C)nc(NC(=O)c2c(-c3ccccc3Cl)noc2C)n1
[14] Cc1ccc(/C=C/C(=O)c2ccccc(=O)c2O)c(C)c1
[15] O=C(/C=C/c1ccc2c(c1)OCO2)NCc1ccc(F)cc1
[16] O=C(NNC1=C(C(=O)C(F)(F)F)CCC1)c1ccncc1
[17] Cc1ccccc1-c1cc(-c2ccccc2O)n[nH]1
[18] CC(=O)c1ccc(N2CCN(C(=O)c3cc4c(-c5ccccc5F)nn(C)c4s3)CC2)cc1

Assay by compound	13	14	15	16	17	18
HTT aggregate	-24%	?	-4%	-4%[9.22 µM]	-36%	?
GAA inh	4%	-6%	-25%	-9%	-22%	?
aGlu spleen mod	-12%	1%	8%	9%	1%	-3%
IMPase Li inh	10%[38.3 µM]	1%	-5%	30%[activator]	44%[activator][38.3 µM]	1%[38.3 µM]
RGS12 GoLoco inh	3%	3%	8%	31%[activator]	1%	11%
HTT cytoprotect	8%[1.9 µM]	.	-2%[10 µM]	-12%[10 µM]	-2%	-4%
GAA glycogen	2%	3%	4%	2%	-10%	3%

# Single entries from the list.
# GAA glycogen, no. 14 → 3%
# GAA glycogen, no. 15 → 4%
# GAA glycogen, no. 18 → 3%
# RGS12 GoLoco inh, no. 17 → 1%

# Next section.
[19] CSCc1nc2scc(-c3ccccc3)c2c(=O)[nH]1
[20] Cc1c(O)ccc(C(=O)CN2CCN(Cc3ccc4c(c3)OCO4)CC2)c1O
[21] O=c1/c(=C/c2ccco2)sc2n1CN(c1cccc(Br)c1)CN=2
[22] CCOC(=O)c1ccc(CC2S/C(=C(\C#N)C(C)=O)NC2=O)cc1 (stereo not drawn)
[23] O=C(COc1cccc(-n2cnnn2)c1)Nc1ccccc1
[24] COc1cc2oc(-c3ccccc3)cc(=O)c2cc1OC

Assay by compound	19	20	21	22	23	24
HTT aggregate	10%	10%	-23%	23%	-2%	.
GAA inh	-4%	-7%	-5%	5%	-1%	.
aGlu spleen mod	-9%	-6%	1%	-2%	-5%	2%
IMPase Li inh	-1%	0%	78%[activator][38.3 µM]	22%[38.3 µM]	11%	16%
RGS12 GoLoco inh	8%	-15%	73%[activator]	-1%	-3%	6%
HTT cytoprotect	-25%	-7%[10 µM]	-3%	-35%	-3%[10 µM]	-12%[1.9 µM]
GAA glycogen	-3%	8%	-6%	2%	3%	.

[25] CCOC(=O)c1cc2c(=O)n3ccccc3nc2n(Cc2ccco2)c1=NC(=O)c1cccnc1
[26] CSc1nnc(CCNC(=O)OC(C)(C)C)o1
[27] O=C(Nc1ccc2c(c1)OCO2)C1CCN(S(=O)(=O)c2ccc3c(c2)OCCO3)CC1
[28] O=S(=O)(NC1c2cccc3cccc(c23)C1N1CCNCC1)c1ccccc1 (stereo not drawn)
[29] CCN(CC)CCN(C(=O)c1ccc(N2C(=O)CCC2=O)cc1)c1nc2cc3c(cc2s1)OCO3
[30] O=C(NC(=S)NNC(=O)c1cc2ccccc2cc1O)c1ccco1

Assay by compound	25	26	27	28	29	30
HTT aggregate	19%	?	-6%	-14%	17%	?
GAA inh	0%	.	1%	1%	-4%	13%
aGlu spleen mod	?	-1%	-7%	-12%	-3%	8%
IMPase Li inh	.	.	6%[38.3 µM]	7%	0%	6%
RGS12 GoLoco inh	.	13%	7%	6%	3%	15%
HTT cytoprotect	-7%	?	-11%[10 µM]	-28%	-44%[inhibitor]	-107%[inhibitor]
GAA glycogen	8%	-7%	-3%	3%	3%	23%

[31] O=C(c1cc(-c2ccc(F)cc2)on1)N1CCCc2ccccc21
[32] O=C(CCCc1nc(-c2ccccc2Cl)no1)NCc1cccnc1
[33] Cc1cc(C)c(C)c(OCCCN(C)C)c1
[34] O=C(COc1ccc(-c2ccccc2)cc1)NNC(=O)NC1CCCCC1
[35] Cc1ccc2nc(SC(C)C(=O)NC3CCCc4ccccc43)[nH]c2c1 (stereo not drawn)
[36] Nc1ncnc2c1ncn2[C@H]1O[C@@H](C(=O)OCCO)[C@@H](O)[C@H]1O

Assay by compound	31	32	33	34	35	36
HTT aggregate	-2%	-11%	5%	2%	-8%	.
GAA inh	3%	1%	5%	1%	-5%	.
aGlu spleen mod	-1%	-6%	0%	7%	1%	.
IMPase Li inh	21%	.	15%	-3%	5%	-5%
RGS12 GoLoco inh	-1%	.	11%	-4%	2%	4%[14.2 µM]
HTT cytoprotect	0%	-11%	-13%[10 µM]	.	42%[10 µM]	-18%[10 µM]
GAA glycogen	2%	1%	-4%	7%	-7%	.

[37] O=c1c2[nH]c3ccc(F)cc3c2nc2n1CCCS2
[38] C/C(=N\O)C1CCCCC1
[39] CC(C)Oc1cccc(C(=O)NC(=S)Nc2cccc(NC(=O)c3ccccc3Cl)c2)c1
[40] CCCOP(=O)(c1ccc(N(C)C)cc1)C(O)c1cccnc1 (stereo not drawn)
[41] CC(=O)c1cccc(NC(=O)C2CCCN2S(=O)(=O)c2cccc3cccnc23)c1 (stereo not drawn)
[42] CC(=O)c1cccc(NC(=O)CCS(=O)(=O)c2ccc(Br)s2)c1

Assay by compound	37	38	39	40	41	42
HTT aggregate	-12%	-11%[9.22 µM]	9%	22%	-17%	-3%
GAA inh	6%	.	-4%	-5%	?	-1%
aGlu spleen mod	-10%	3%	6%	-5%	7%	-12%
IMPase Li inh	-12%	.	1%	-4%[38.3 µM]	2%[38.3 µM]	-2%
RGS12 GoLoco inh	7%	-1%	9%	1%	11%	6%
HTT cytoprotect	1%	4%[10 µM]	34%[10 µM]	-12%	-6%	.
GAA glycogen	-16%	-7%	-13%	-1%	9%	10%

[43] CCCCOc1ccc(-c2nnn(CC(=O)Nc3ncc(CC(=O)OCC)s3)n2)cc1
[44] N#Cc1ncc(C(F)(F)F)cc1Sc1ccc(N)cc1
[45] CCOC(=O)Cn1c(C)nc2c(C(=O)OCC)sc(C)c2c1=O
[46] Cc1nn(C)c(C)c1S(=O)(=O)N1CCCC(C(=O)NCC2COc3ccccc3O2)C1 (stereo not drawn)
[47] COCC(=O)N1CCCC(C(=O)c2ccc3c4c(cccc24)CC3)C1 (stereo not drawn)
[48] Cc1ccc([N+](=O)[O-])cc1NC(=O)Cc1cccs1
[49] CC[C@H](C)[C@H](NC(=O)c1ccccc1)C(=O)Nc1ccc(S(=O)(=O)Nc2cc(C)nc(C)n2)cc1

Assay by compound	43	44	45	46	47	48	49
HTT aggregate	-3%	1%	-18%	-3%	-22%[9.22 µM]	15%	15%[9.22 µM]
GAA inh	-4%	-9%	-5%	-9%	11%	-11%	.
aGlu spleen mod	-8%	-2%	-3%	-1%	3%	0%	4%
IMPase Li inh	34%[activator][38.3 µM]	47%[activator][38.3 µM]	-2%[38.3 µM]	-3%[38.3 µM]	8%	-13%	.
RGS12 GoLoco inh	3%	-7%	8%	8%	11%	30%	2%
HTT cytoprotect	-6%[10 µM]	-3%	3%	-23%	-14%[10 µM]	-23%	-6%[10 µM]
GAA glycogen	-17%	-2%	-2%	-4%	-15%	10%	-1%

# Reformatted tab-delimited: 4 of the compounds above
no.	SMILES	HTT aggregate	GAA inh	aGlu spleen mod	IMPase Li inh	RGS12 GoLoco inh	HTT cytoprotect	GAA glycogen
37	O=c1c2[nH]c3ccc(F)cc3c2nc2n1CCCS2	-12%	6%	-10%	-12%	7%	1%	-16%
48	Cc1ccc([N+](=O)[O-])cc1NC(=O)Cc1cccs1	15%	-11%	0%	-13%	30%	-23%	10%
35	Cc1ccc2nc(SC(C)C(=O)NC3CCCc4ccccc43)[nH]c2c1 (stereo not drawn)	-8%	-5%	1%	5%	2%	42%[10 µM]	-7%
32	O=C(CCCc1nc(-c2ccccc2Cl)no1)NCc1cccnc1	-11%	1%	-6%	.	.	-11%	1%
